Vif-APOBEC3F blk – qHTS for Inhibitors of Vif-A3F Interactions: qHTS; HeLa A3F-eYFP + Vif (tagged APOBEC3F with the HIV-1 protein that degrades it), YFP fluorescence increase; Potency, µM (top dose mostly 46.1 µM), inactives show top-dose activity, negative = active; 390,000 compounds, 0.2% hits; AID 602313, 2012; also: potency is read from the fitted curve at half-maximal effect; % of control where 0% means no effect; nearly all actives have a fitted effect of over 65% in size
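Fluorescence increase (Ex 488/Em 500-530) after overnight compound treatment at 37 deg C flags inhibition of Vif-driven A3F-eYFP loss in stable HeLa A3F-eYFP/Vif cells seeded overnight beforehand.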
TrxR1 substrate – qHTS Assay for Substrates of Mammalian Selenoprotein Thioredoxin Reductase 1 (TrxR1): qHTS | Thioredoxin reductase 1, cytoplasmic (Rattus norvegicus), O89049 | purified TrxR1 substrate turnover, NADPH consumption readout | Potency, µM (titrated, usually from 114 µM), for inactives: at the highest dose activity change, negative = substrate turnover | 390,000 compounds, 0.01% hits | AID 588456, 2011; also: potency is read from the fitted curve at half-maximal effect; % is scaled to controls: 0 for no effect and ±100 for the full control effect; nearly all actives have a fitted effect of over 50% in size
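Rat TrxR1, dispensed at 90 nM, was prereduced with 400 uM NADPH (final) for 5 min at ~22 deg C, then incubated with compound 15 min before 400 uM selenite. A first-read NADPH fluorescence drop versus no-compound background flagged substrates.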
Vif-APOBEC3G blk – qHTS for Inhibitors of Vif-A3G Interactions: qHTS; DNA dC->dU-editing enzyme APOBEC-3G (Homo sapiens), Q9HC16; 410,000 compounds, 0.076% hits; HeLa A3G-eYFP + Vif (tagged APOBEC3G with the HIV-1 protein that degrades it), YFP fluorescence, overnight; Potency, µM (highest dose often 46.1 µM), for inactives: top-dose activity, negative = active, most hits filed as inhibitors;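 also: potency is read from the fitted curve at half-maximal effect; % is scaled to controls: 0 for no effect and ±100 for the full control effect; nearly all actives have a fitted effect of over 60% in size; hits raise eYFP signal because A3G escapes Vif-driven loss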
Target sequence (Q9HC16 whole entry, looked up): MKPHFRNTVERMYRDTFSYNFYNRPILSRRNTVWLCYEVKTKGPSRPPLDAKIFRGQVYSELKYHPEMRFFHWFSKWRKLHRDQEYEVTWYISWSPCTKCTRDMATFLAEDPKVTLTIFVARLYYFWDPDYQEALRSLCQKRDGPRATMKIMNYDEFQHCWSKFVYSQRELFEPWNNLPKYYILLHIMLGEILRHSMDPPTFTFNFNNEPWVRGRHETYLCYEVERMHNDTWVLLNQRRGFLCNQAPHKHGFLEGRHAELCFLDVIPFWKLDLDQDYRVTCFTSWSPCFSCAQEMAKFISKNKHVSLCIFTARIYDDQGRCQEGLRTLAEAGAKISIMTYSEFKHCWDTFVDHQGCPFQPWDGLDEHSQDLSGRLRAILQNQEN
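Read-out is eYFP fluorescence (Ex 488/Em 500-530) from Vif-expressing HeLa A3G-eYFP cells; more signal means A3G escaped Vif-mediated degradation. Cells plated overnight, compound pinned in, incubated overnight at 37 deg C.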
TrxR1 inh – qHTS Assay for Inhibitors of Mammalian Selenoprotein Thioredoxin Reductase 1 (TrxR1): qHTS; recombinant rTrxR1, NADPH fluorescence consumption, selenite substrate; Potency, µM (top dose mostly 114 µM), for inactives: at the top dose activity change, negative = inhibition, actives largely listed as inhibitors; AID 588453, 2011; Thioredoxin reductase 1, cytoplasmic (Rattus norvegicus), O89049; 390,000 compounds, 1% hits; also: potency is read from the fitted curve at half-maximal effect; % is scaled to controls: 0 for no effect and ±100 for the full control effect; nearly all actives have a fitted effect of over 65% in size
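Rat TrxR1 (90 nM in the dispensed reagent) was pre-reduced with 400 uM NADPH for 5 min at room temperature, then incubated with compound for 15 min. After 400 uM selenite was added, NADPH fluorescence (Ex 340/Em 450 nm) was followed for 8 min.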
LDHA inh – qHTS assay for inhibitors of human lactate dehydrogenase. L-lactate dehydrogenase A chain (Homo sapiens), P00338. purified LDHA, NADH/diaphorase-resazurin fluorescence; hits give low values. activity change, % (values are at about 110 or 230 µM). 480,000 compounds, 0.15% hits. AID 1347041, 2019; in the data active = activity change below about -30%; inconclusive = mostly about -25% to -30%;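 also: plate controls were DMSO wells for no effect and wells without enzyme for full effect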
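Human LDH5 at 2 nM final in Tris HCl pH 7.4 with 0.06 mM NADH and 0.2 mM pyruvate, reacted 5 minutes at room temperature. Remaining NADH coupled via diaphorase/resazurin; resorufin fluorescence read at 0 and 20 minutes, normalized to enzyme-free and DMSO wells.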
USP1 inh – Inhibitors of USP1/UAF1: Primary Screen; Ubiquitin carboxyl-terminal hydrolase 1 (Homo sapiens), O94782; recombinant USP1/UAF1, Ub-Rhodamine cleavage fluorescence; Potency, µM (highest dose often 57.1 µM), inactives show top-dose activity change, negative = inhibition, usual class: inhibitors; 390,000 compounds, 0.23% hits; AID 743255, 2014; also: potency is read from the fitted curve at half-maximal effect; % is scaled to controls: 0 for no effect and ±100 for the full control effect; nearly all actives have a fitted effect of over 60% in size; inactives centre near -12
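High-throughput fluorogenic screen: 1nM USP1/UAF1 complex, Ub-Rho substrate 150nM final, 50mM HEPES pH 7.8 with 0.5mM EDTA, 0.1 mg/ml BSA, 1mM TCEP and 0.01% Tween-20.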
RGS4 inh – Inhibitors of Regulator of G Protein Signaling (RGS) 4: qHTS; Regulator of G-protein signaling 4 (Homo sapiens), P49798; Transcreener GDP fluorescence polarization, RGS4-accelerated GTP hydrolysis; Potency, µM (titrated, usually from 114 µM), for inactives: at the highest dose activity change, negative = inhibition, actives largely listed as inhibitors; 390,000 compounds, 0.039% hits; also: potency is read from the fitted curve at half-maximal effect; % is scaled to controls: 0 for no effect and ±100 for the full control effect; nearly all actives have a fitted effect of over 75% in size; some results filed as inactive show a strong effect at the top dose
Target sequence (P49798 whole entry, looked up): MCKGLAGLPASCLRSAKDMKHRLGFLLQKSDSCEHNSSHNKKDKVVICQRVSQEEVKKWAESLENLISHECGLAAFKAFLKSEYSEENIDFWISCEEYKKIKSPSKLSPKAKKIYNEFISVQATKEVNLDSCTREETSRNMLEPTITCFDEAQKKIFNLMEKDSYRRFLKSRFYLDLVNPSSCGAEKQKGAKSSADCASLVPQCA
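MLSMR compounds (23 nl, pin-transferred) preincubated 10 min at room temperature with a 500nM (2x) first reagent, then RGS4 at 900nM (2x) plus Transcreener GDP mix added; fluorescence polarization (620/688 nm) read before and after 90 min at 30 °C.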
Glioma ERSR ind – qHTS for Inducers of the Endoplasmic Reticulum Stress Response (ERSR) in Human Glioma: qHTS | Potency, µM, without a hit: at the highest dose activation, most hits filed as activators | U87-MG GRP78 promoter luciferase reporter, 16 h | 420,000 compounds, 0.02% hits; also: potency is read from the fitted curve at half-maximal effect; series mostly up to about 76 µM; % of control where 0% means no effect; nearly all actives have a fitted effect of over 35% in size
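Stably transfected U87-MG human glioma cells carrying a GRP78-based luminescent sensor were seeded at 1000 cells/well, pin-dosed with compounds and incubated 16 h. Luciferase reagent was then added, and end-point luminescence was read after 10 min at room temperature.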
IDH1 R132H inh – qHTS for Inhibitors of mutant isocitrate dehydrogenase 1 (IDH1): qHTS; IDH1-R132H enzyme, NADPH consumption, diaphorase/resazurin fluorescence; 390,000 compounds, 0.093% hits; Isocitrate dehydrogenase [NADP] cytoplasmic (Homo sapiens), O75874; Potency, µM (doses to about 76.6 µM), inactives show top-dose activity change, negative = inhibition, most hits filed as inhibitors; also: potency is read from the fitted curve at half-maximal effect; % is scaled to controls: 0 for no effect and ±100 for the full control effect; nearly all actives have a fitted effect of over 65% in size
Target sequence (O75874 whole entry R132H, stated change not applied): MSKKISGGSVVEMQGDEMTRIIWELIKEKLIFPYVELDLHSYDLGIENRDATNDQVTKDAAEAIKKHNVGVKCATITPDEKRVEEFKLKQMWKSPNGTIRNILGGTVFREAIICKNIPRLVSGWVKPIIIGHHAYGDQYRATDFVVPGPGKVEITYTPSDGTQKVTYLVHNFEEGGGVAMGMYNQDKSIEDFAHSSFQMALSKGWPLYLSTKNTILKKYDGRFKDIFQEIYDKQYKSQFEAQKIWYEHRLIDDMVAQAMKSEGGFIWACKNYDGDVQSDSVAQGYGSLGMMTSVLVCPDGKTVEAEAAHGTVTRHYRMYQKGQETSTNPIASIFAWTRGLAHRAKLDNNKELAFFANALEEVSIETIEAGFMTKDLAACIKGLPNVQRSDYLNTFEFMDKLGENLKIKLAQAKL
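IDH1-R132H (0.5 ug/mL dispensed) in pH 7.5 Tris buffer was preincubated 30 min with compound, then given a substrate mix of 0.016 mM NADPH and 2 mM alpha-KG for 80 min at room temperature; remaining NADPH was read by diaphorase/resazurin fluorescence.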
Active calls of the source: *; ? = inconclusive; / = no result given; & = joins results of further samples; [ ] = another dose, or the depositor's remark. Unless noted, calls follow the shape of the dose curve; as a rule, active = well fitted curve in the direction sought with a large enough effect; inconclusive = small, poorly fitted or top-dose-only effect, or another doubt; inactive = no such curve, though single readings can be large; an effect the other way counts as inactive or inconclusive. Some of the compounds tested (hit frequency here may not be typical).

SMILES	Vif-APOBEC3F blk	TrxR1 substrate	Vif-APOBEC3G blk	TrxR1 inh	LDHA inh	USP1 inh	RGS4 inh	Glioma ERSR ind	IDH1 R132H inh
Cc1ccc(-c2nnnn2-c2ccc(C)cc2)cc1	5%	8%[57.1 µM]	-1%	15%[57.1 µM]	-5	-20%	?	3%	2%
Cc1cccc(C)c1NC(=O)C1(N(Cc2ccco2)C(=O)CC2NC(=O)NC2=O)CCCC1 (stereo unspecified)	10%	12%[57.1 µM]	-11%	-7%[57.1 µM]	-2	-17%	4%	-4%	4%
COc1ccc(COCC(O)CN2CCCCC2)cc1OC (stereo unspecified)	5%	-3%	1%	-2%	1	5%	15%	-2%	-5%
COc1ccc(C(=O)C23CC4CC(C2)CC(C(=O)c2ccc(OC)cc2)(C4)C3)cc1	0%	-3%	2%	18%	0	-19%	20%	-4%	4%
Cc1oc2c(c1C(=O)N1CCC(C)CC1)C(=O)c1ccccc1C2=O	1%	-6%	-18%	14%	29	?	-2%	-10%	-11%
C=CCSc1nc2c(c(=O)[nH]1)C(c1ccccc1)C(C#N)=C(N)O2 (stereo unspecified)	1%	11%	-19%	22%	-9	-16%	4%	-4%	9%
CC1CN(C(=O)CN2C(=O)NC3(CCCCCCC3)C2=O)CC(C)O1 (stereo unspecified)	-14%	4%[2.29 µM]	-2%	2%[2.29 µM]	-3	-10%	11%	-1%	-1%
CCOc1ccccc1NC(=O)CSc1nnc(Cn2c(=O)sc3ccccc32)n1C	-1%	12%[57.1 µM]	3%	31%[57.1 µM]	0	-14%	-8%	-2%	3%
CC(C)Oc1ccc(N2CC(C(=O)Nc3ccc(N4CCOCC4)cc3)CC2=O)cc1 (stereo unspecified)	-1%	6%[57.1 µM]	0%	?	3	-4%	16%	-3%	-6%
Cc1cccc(CS(=O)(=O)Cc2ccc(C(=O)NCCc3ccccc3)o2)c1	1%&0%	6%&5%[57.1 µM]	1%&-4%	?	-2&2	-1%&8%	1%[56.9 µM]	-3%&-1%	-11%&9%
COc1ccc(CC(=O)N[C@@H]2c3ccccc3CC[C@@H]2OCc2ccccc2)cc1	1%	-3%	0%	5%	-3	-16%	21%	-3%	6%
Cc1cc(NC(=O)CSc2nc(-c3ccc(Br)cc3)nc3c2c(=O)n(C)c(=O)n3C)no1	12%	1%	-1%	9%	-2	-16%	5%	-4%	0%
COc1cccc(NC(=S)NC2CC(C)CC(C)(C)C2)c1 (stereo unspecified)	?	/	1%	/	5	-23%	/	-1%	17%
Cc1ccc(NC(=O)COc2coc(CN3CCc4ccccc4C3)cc2=O)c(C)c1	2%	11%[57.1 µM]	0%	16%[57.1 µM]	-1	-23%	-34%	-6%	2%
CCOCC(=O)NCc1ccc2c(c1)OCO2	1%	10%[57.1 µM]	1%	17%[57.1 µM]	-1	-7%	-12%	0%	2%
CSc1nc(C(=O)N2CCCC(Nc3ccc(C)c(C)c3)C2)cs1 (stereo unspecified)	10%	-7%	0%	-10%	10	-16%	-17%	-1%	6%
O=C(c1ccc(COc2ccc(Cl)cc2)o1)N1CCN(Cc2ccc3c(c2)OCO3)CC1	-1%	3%	3%	?	-2	-13%	-4%	-5%	4%
COC(=O)CON1C(=O)c2ccccc2C1=O	-2%	8%	1%	11%	-6	-18%	-6%	-4%	1%
COc1ccc(C2Nc3ccccc3C(=O)N2O)cc1CN1CCOCC1 (stereo unspecified)	-9%	-20%	-1%	?	4	-4%	2%	-3%	-8%
CC(=O)Nc1cccc(C(=O)OC(C)C(=O)NC(=O)NC2CCCCC2)c1 (stereo unspecified)	5%	-3%	0%	-8%	1	-3%	6%	-3%	3%
O=C(CN(C1CCCCC1)S(=O)(=O)c1ccc(F)cc1)Nc1ccc2c(c1)OCO2	5%	-13%	1%	3%	2	-22%	-14%	4%	4%
Cc1ccc(CNC(=O)Cn2c(=O)n(CC(=O)N3CCCCC3)c(=O)c3sccc32)cc1	-2%	0%	2%	28%	-14	-15%	17%	-1%	-3%
COC(=O)c1[nH]c2ccc(C)cc2c1NC(=O)CN1CCC(C)CC1	-18%	20%[57.1 µM]	-4%	-8%[57.1 µM]	-6	-9%	-3%[11.4 µM]	-6%	-3%
CCOC(=O)COc1ccc(F)cc1C(=O)c1ccn2nc(-c3ccc(Cl)cc3)cc2n1	1%	1%	1%	25%	-10	-16%	5%	-3%	-5%
CCC(Nc1nc(-c2ccccc2)nc2ccccc12)C(=O)O (stereo unspecified)	-2%	-3%	-1%	1%	-4	-21%	-18%	-2%	-1%
C=CCSc1nnc(NC(=O)C2=COCCO2)s1	-24%	-3%	1%	-2%	-6	-23%	26%	-6%	0%
COc1ccc(N2CCN(C(c3ccccc3F)c3sc4nc(-c5ccco5)nn4c3O)CC2)cc1 (stereo unspecified)	3%	2%[57.1 µM]	3%	20%[57.1 µM]	2	-19%	21%	-1%	-2%
Cc1cccc(CCNC(=O)c2cccc3c2C(=O)N(C2CCCCC2)C3)c1	-16%	2%	-2%	12%	1	-30%	15%	-3%	4%
COc1ccccc1NC(=O)CCNS(=O)(=O)c1ccc2[nH]c(=O)oc2c1	3%	1%	-1%	8%	-2	-10%	-65%[56.9 µM]	4%	-1%
COc1cc2ccccc2cc1C(=O)Nc1ccccc1N1CCN(S(C)(=O)=O)CC1	1%	16%	-1%	2%	-5	-29%	-17%	-2%	3%
CCOC(=O)c1c(NC(=O)c2ccc(S(=O)(=O)N3CCC(C)CC3)cc2)sc2c1CCN(C)C2	10µM*	9%[57.1 µM]	?	10%[57.1 µM]	-3	?	-46%	-11%	-28%
CCc1cccc(C)c1NC(=O)C1CCN(S(=O)(=O)Cc2ccccc2)CC1	-2%	-3%	-4%	3%	-7	-20%	21%	-3%	4%
CCOC(=O)CSc1ccc2nnc(CCNS(=O)(=O)c3ccc(C)cc3)n2n1	1%	7%	-4%	22%	-7	-10%	4%	-4%	2%
COc1ccc(NCN2C(=O)C3C4C=CC(C4)C3C2=O)cc1 (stereo unspecified)	1%	2%	0%	13%	11	-14%	-1%	-2%	2%
O=c1c2ccccc2nnn1CSc1nc2sc3c(c2c(=O)n1CC1CCCO1)CCC3 (stereo unspecified)	-1%	7%	-3%	24%	0	1%	10%	0%	0%
CC1CCC(NC(=O)C2CCC(CNc3c(N4CCCCC4)c(=O)c3=O)CC2)CC1 (stereo unspecified)	2%	0%	7%	7%	-1	-20%	-15%	6%	4%
CN1CCN(C(=O)c2ccc(C(F)(F)F)cc2)CC1	8%	-4%	0%	13%	-2	-17%	-13%	-2%	1%
CC(c1ccon1)N(C)Cc1cn(C)nc1-c1ccc2c(c1)OCCO2 (stereo unspecified)	2%	5%	0%	11%	-7	0%	-7%	-4%	4%
COc1ccc(N2CCN(C(=O)C3CCN(S(=O)(=O)c4ccc5c(c4)oc(=O)n5C)CC3)CC2)cc1	15%	-2%	1%	18%	0	-23%	-9%	-6%	-5%
CCCCCn1cc2c(c1-c1ccc(Br)cc1)c(=O)n(C)c(=O)n2C	0%	20%	4%	28%	-7	-15%	8%	0%	?
Cc1oc2ncnc(N3CCCCC3)c2c1C(=O)Nc1cccc(F)c1	-2%	-5%	-1%	-5%	4	-17%	-7%	-3%	5%
CCOC(=O)C1CCCN(S(=O)(=O)c2cc(C(=O)OC)n(C)c2)C1 (stereo unspecified)	5%	3%	8%	16%	-8	-15%	1%	-3%	5%
CSc1cccc(NC(=O)Nc2ccc(Cl)cc2)c1	-1%	-4%[57.1 µM]	0%	5%[57.1 µM]	0	-6%	-3%	-1%	12%
Cn1cnc(S(=O)(=O)N2CCc3ccccc32)c1	-2%	8%[57.1 µM]	2%	9%[57.1 µM]	-6	-21%	-2%[11.4 µM]	-7%	6%

High-throughput results deposited in PubChem by National Center for Advancing Translational Sciences (NCATS).
